# FBPA Giardia inh – qHTS Assay for Inhibitors of Fructose-1,6-bisphosphate Aldolase from Giardia Lamblia; purified Giardia FBPA; 290,000 compounds, 0.71% hits; A8B2U2; Potency, µM (doses to about 59.6 µM), inactives show at the highest dose activity, negative = inhibition, actives largely listed as inhibitors; note: potency is the fitted concentration of half-maximal effect; nearly all actives have a fitted effect of over 55% in size
# Target sequence (A8B2U2 whole entry, looked up): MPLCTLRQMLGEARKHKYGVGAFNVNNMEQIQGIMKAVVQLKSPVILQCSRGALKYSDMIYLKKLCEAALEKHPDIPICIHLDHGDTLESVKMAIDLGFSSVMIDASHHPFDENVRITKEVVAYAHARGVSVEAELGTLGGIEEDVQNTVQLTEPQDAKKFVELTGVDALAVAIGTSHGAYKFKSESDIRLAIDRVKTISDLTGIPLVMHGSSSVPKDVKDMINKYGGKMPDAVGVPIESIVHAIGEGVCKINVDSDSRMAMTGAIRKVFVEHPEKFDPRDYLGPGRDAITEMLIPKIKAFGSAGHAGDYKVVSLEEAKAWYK
#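 40 nM FBPA preincubated 10 min at RT with compound (up to 57.5 uM final), then substrate plus GAPDH/TPI/NAD/arsenate coupling and diaphorase/resazurin added. Fluorescence read after 20 min at RT, 525/598 nm.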
# Sm TGR block – qHTS Assay for the Inhibitors of Schistosoma Mansoni Peroxiredoxins; purified TGR, DTNB reduction, TNB absorbance 405 nm; AID 485364, 2010; Schistosoma mansoni thioredoxin glutathione reductase (TGR), Q962Y6; 360,000 compounds, 3% hits; Potency, µM (doses to about 114 µM), for the others: at the highest dose activity change, negative = inhibition, usual class: inhibitors; note: potency is the fitted concentration of half-maximal effect; nearly all actives have a fitted effect of over 60% in size
#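 Kinetic colorimetric format: TGR-catalysed, NADPH-driven DTNB reduction monitored via TNB absorbance. Enzyme dispensed at 20 nM; compound exposure 15 min at room temperature before reaction start.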
# AMA1-RON2 inh – qHTS for Inhibitors of AMA1-RON; Towards Development of Antimalarial Drug Lead: Primary Screen | Potency, µM (highest dose often 58.2 µM), without a hit: at the highest dose activity change, negative = inhibition, hits mostly inhibitors | AID 720542, 2013 | 360,000 compounds, 0.2% hits | AlphaScreen AMA1-biotinylated RON2 peptide binding | Plasmodium falciparum AMA1 (3D7) - RON2 peptide interaction;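 note: potency is the fitted concentration of half-maximal effect; 0% = vehicle wells and -100% = peptide control; nearly all actives have a fitted effect of over 45% in size; some results filed as inactive show a strong effect at the top dose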
#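 AMA1 (3D7) with his tag at 25 nM final met compounds first, then biotinylated RON2 peptide at 25 nM; detection used donor plus acceptor beads, 10 µg/mL apiece, read by AlphaScreen after 30 min at room temperature.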
# HCV inh – qHTS Assay for Inhibitors of Hepatitis C Virus (HCV); Huh7.5.1 HCVcc-Cre infection, luciferase reporter, 44 h; Potency, µM (highest dose often 41.8 µM), inactives show top-dose activity change, negative = inhibition, actives largely listed as inhibitors; 340,000 compounds, 3.4% hits; note: potency is the fitted concentration of half-maximal effect
#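 Whole-lifecycle infectious HCVcc-Cre system; cells 1,000/well, compound then virus (~0.5 moi) added 4 h after plating, 44 h culture. Luciferase read 15 sec following 15 min substrate incubation, room temp.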
# AmpC detergent – qHTS Inhibitors of AmpC Beta-Lactamase (assay with detergent); AmpC hydrolysis of nitrocefin, absorbance 480 nm, 0.01% Triton; Potency, µM (highest dose often 114 µM), inactives show top-dose activity change, negative = inhibition, actives largely listed as inhibitors; 370,000 compounds, 0.041% hits; AID 485294, 2010;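 note: potency is the fitted concentration of half-maximal effect; 0% = no-compound wells and -100% = no-enzyme wells; nearly all actives have a fitted effect of over 25% in size; some results filed as inactive show a strong effect at the top dose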
# Target sequence (P00811 whole entry, looked up): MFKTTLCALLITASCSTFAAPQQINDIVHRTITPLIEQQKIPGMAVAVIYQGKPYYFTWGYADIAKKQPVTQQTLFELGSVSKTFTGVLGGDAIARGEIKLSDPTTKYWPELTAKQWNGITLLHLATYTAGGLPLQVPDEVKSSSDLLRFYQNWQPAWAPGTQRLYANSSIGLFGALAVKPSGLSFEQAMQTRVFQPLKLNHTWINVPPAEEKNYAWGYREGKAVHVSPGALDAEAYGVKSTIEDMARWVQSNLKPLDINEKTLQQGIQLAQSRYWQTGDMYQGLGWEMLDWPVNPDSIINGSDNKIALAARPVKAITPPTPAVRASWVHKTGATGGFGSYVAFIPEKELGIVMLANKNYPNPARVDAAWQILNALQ
#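 AmpC (5.3 nM in the dispensed reagent) in 20 mM phosphate pH 7.0 with 0.01% (detergent screen) or 0.0001% Triton X-100 was preincubated with compounds for 15 min at room temperature. Nitrocefin was then added from an 800 uM solution, and hydrolysis was followed at 480 nm.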
# HCMV inh – qHTS Assay for inhibitors of the human cytomegalovirus (HCMV). HFF cells, HCMV-luciferase reporter, 72 h; active compounds read low. activity change, negative = inhibition, % at 57.5 µM. 410,000 compounds, 4.5% hits. AID 1259415, 2018; in the data active = activity change below about -60%; inconclusive = no clear call, values can overlap the other calls; inactive = above about -39%
#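 Screen run at 2 compound doses on HFFs infected with reporter HCMV, MOI 1 PFU/cell. Luciferase activity from cell lysates at 72 h post infection gave inhibition relative to buffer-only and Salinomycin wells.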
# The depositor's hits bear a star; ? = inconclusive; . = no result given; & = joins results of further samples; [ ] = another dose, or the depositor's remark. Unless noted, calls come from the whole dose curve; as a rule, active = well fitted curve in the direction sought with a large enough effect; inconclusive = small, poorly fitted or top-dose-only effect, or another doubt; inactive = no such curve, though single readings can be large; an effect the other way counts as inactive or inconclusive. Unless noted, % is set by controls: 0 for no effect and ±100 for the full control effect.
SMILES,FBPA Giardia inh,Sm TGR block,AMA1-RON2 inh,HCV inh,AmpC detergent,HCMV inh
Cc1ccccc1OCC(=O)OCC(=O)NCCc1ccccc1,.,-1%,-8%,6%,5%,-7
Cc1ccc(C)c(C(=O)CCC(=O)Nc2ccc(F)cc2)c1,4%,2%,-8%,-7%,-2%,-24
COCCn1c(-c2ccccc2)csc1=Nc1cccnc1,-5%,3%,-8%,8.9µM*,-2%,-37
Oc1ccc(-c2[nH]ncc2-c2cnn(-c3ccccc3)c2)c(O)c1,1%,-10%,106%[activator],-16%,1%,?
CC1=C(C)CC(C(=O)NCc2ccccn2)C(C(=O)O)C1 (centres undefined),-5%,-30%,72%[activator],7%,3%,28
CC1(C)CC(=O)c2sc(NC(=O)c3cccs3)nc2C1,1%,1%,-5%,3%,4%,54
CCOc1ccc(NC(=O)CSC2=Nc3ccccc3C3=NC(CC(=O)NCc4cccs4)C(=O)N23)cc1 (centres undefined),.,1%,.,.,0%,-25
NC(=O)c1ccc(OCCC(O)N2CC=C(c3ccc(F)cc3)CC2)cc1 (centres undefined),.,-18%,0%,?,?,-25
CCOC(=O)C(NC(=O)NCc1ccc(OC)cc1)(OCC)C(F)(F)F (centres undefined),10%,-2%,0%,-22%,?,-25
COC(=O)Cn1cc(/C=C(/C#N)C(=O)N2CCOCC2)c2ccccc21,0%,4%,-8%,6%,5%,10
CCCn1nc(C(=O)Nc2cc(S(=O)(=O)Nc3ccc(OC)cc3)ccc2O)c2ccccc2c1=O,.,.,33%[activator],-8%,.,-28
O=C(Nc1cccc(S(=O)(=O)N2CCCCC2)c1)c1cccs1,.,5%,10%,?,3%,-32
Cn1c(Cn2cnc3ccccc32)nnc1SCC(=O)CC(=O)Nc1ccccc1,-1%,6%,19%,19%,-21%,-16
Cc1ccc2cccc(OCCOCCOc3ccccc3Br)c2n1,1%,-3%,-6%,?,-2%,?
COc1cccc(NC(=O)Nc2nnc(Cc3ccccc3F)s2)c1,9%,13%,11%,?,0%,-35
O=C(NN1C(=O)C2C3C=CC(C4CC34)C2C1=O)c1ccc(Cl)cc1 (centres undefined),6%,19%,11%,18%,9%,12
CC(Oc1cc2oc(=O)c3c(c2cc1Cl)CCC3)C(=O)NC1CC(C)(C)NC(C)(C)C1 (centres undefined),.,3%,-6%,?,2%,-10
Cc1ccc2nc(-c3cccnc3)cc(C(=O)Nc3ccc(F)cc3C)c2c1,4%,-6%,2%,-12%,-3%,-22
CCOC(=O)c1nnn(-c2nonc2N)c1-c1ccc(OCC)cc1,-7%,-6%,9%,-4%,1%,-29
Cc1cccc(NC(=O)C2CCN(S(=O)(=O)c3ccc4ccccc4c3)CC2)n1,.,-2%,-10%,?,-6%,-19

# Some of the entries so far, field by field.
Cc1ccc2nc(-c3cccnc3)cc(C(=O)Nc3ccc(F)cc3C)c2c1
  FBPA Giardia inh = 4%
  Sm TGR block = -6%
  AMA1-RON2 inh = 2%
  HCV inh = -12%
  AmpC detergent = -3%
  HCMV inh = -22
CCOC(=O)c1nnn(-c2nonc2N)c1-c1ccc(OCC)cc1
  FBPA Giardia inh = -7%
  Sm TGR block = -6%
  AMA1-RON2 inh = 9%
  HCV inh = -4%
  AmpC detergent = 1%
  HCMV inh = -29

# (cont.)
SMILES,FBPA Giardia inh,Sm TGR block,AMA1-RON2 inh,HCV inh,AmpC detergent,HCMV inh
CCC(=O)Nc1ccc(N2CCCCC2)cc1,-5%,-11%,5%,21%,?,-27
CCOC(=O)C1Oc2ccccc2C(c2ccc(C)cc2)=C1C(=O)OC (centres undefined),1%[89.2 µM],.,-5%,?,.,-4
COc1ccc(C(=O)OCC(=O)Nc2ccc(N3CCOCC3)cc2)cc1,.,5%,-10%,-8%,3%,77
CCCNc1nc(C)cc(-c2cc(-c3ccc(Cl)cc3)on2)n1,4%,1%,7%,0%,-2%,16
O=C(NCCSc1ccccn1)c1ccc(Cl)cc1Cl,5%,4%,12%,1%,10%,24
O=C(NNc1ncccc1-n1cccc1)c1ccc(Cl)cc1,?,-23%,81%[activator],15%,-12%,-6
O=C(CCCN1C(=O)c2ccccc2C1=O)Nc1nnc(C2CC2)s1,3%,11%,27%,15%,-12%,-22
COC(=O)CSc1nc(N)c2c3c(sc2n1)C(c1ccccc1)SC(c1ccccc1)C3 (centres undefined),-26%,-27%,2%,-10%,?,.
O=C1/C(=C\c2cccnc2)SC(=S)N1c1ccc(F)cc1,7%,-5%,8%,-27%,0%,?
Cc1cccc(N/N=C/c2ccccc2O)c1,-10%,-25%,15%,-12%,?,74
Cc1cc(NC(=O)Nc2ccc(Cl)cc2)n(C(C)(C)C)n1,-7%,0%,-8%,-8%,1%,29
NC[C@H](Cc1ccccc1)NCCCCC1CCCCC1,.,-6%,88%[activator],?,1%,-3
COc1cc2c(cc1OC)C1=C(C#N)CCC(=NC(=O)c3ccco3)N1CC2,-4%,.,8%,-9%,-2%,50
CC(C)c1ccc(NC(=O)COc2ccc(C3SCCS3)cc2)cc1,-2%,7%,-11%,2%,0%,-9
COc1ccc(-n2c(O)c(C=NCC(c3ccco3)N3CCCC3)c3ccccc3c2=O)cc1OC (centres undefined),?,-28%,15%,-3%,-1%,.
CCOc1ccc(Cn2nnc3c(=O)[nH]c(C4CCN(C(=O)c5ccccc5)CC4)nc32)cc1,.,0%,.,.,-2%,0
Cc1cc(C)c2c(=O)cc(C(=O)Nc3sc4c(c3C(=O)NCc3ccccc3)CCCC4)oc2c1,.,-2%,.,.,15%,1
O=C(CSc1nnc(Cc2cc(=O)[nH]c(=O)[nH]2)n1-c1ccc(Cl)cc1)NC1CCCC1,-7%,-2%,27%,-3%,-14%,13
CS(=O)(=O)N(CC(=O)N1CCN(c2cccc(Cl)c2)CC1)c1ccccc1,10%,5%,-4%,-3%,-8%,-1
COc1cccc(C2C3=C(N=c4s/c(=C\c5ccc(O)cc5)c(=O)n42)c2ccccc2CC3)c1OC (centres undefined),1%,-9%,5%,-9%,-9%,-4
COc1ccccc1N1CCN(c2csc3ccccc3c2=O)CC1,.,0%,.,.,4%,30
Cc1ccccc1NC(=O)c1ccc(CN2CCc3ccccc3C2)cc1,?,0%,-9%,?,5%,?
COc1ccccc1CNC(=O)CCCCn1c(=O)c2ccccc2n(Cc2ccccc2F)c1=O,.,0%,.,.,24%,10
COC(=O)c1cccc(COC(=O)c2ccc(N(C)C)cc2)c1,-1%,0%,0%,-7%,-3%,30
CN(C)CCCNc1nc(N)c([N+](=O)[O-])c(NC2CCCCC2)n1,-5%,12%,-2%,-28%,-6%,0
Cc1occc1C(=O)NC(C)C12CC3CC(CC(C3)C1)C2 (centres undefined),2%,?,-13%,3%,-3%,-22
Cc1cccc(C)c1N=C1C(=O)Nc2ccccc21,-5%,10%,-3%,?,?,-22
CCN(CC)CCOC(=O)c1ccc(NC(=O)c2cccc(C)c2[N+](=O)[O-])cc1,-3%,6%,5%,-16%,4%,-25
COc1ccc(C2CC(=O)Nc3n[nH]c(-c4ccccc4)c32)cc1OC (centres undefined),0%,1%,-17%,?,3%,-26
Cc1ccc(NS(=O)(=O)c2cc(NC(=O)C(C)Oc3ccccc3)ccc2C)c(C)c1 (centres undefined),2%,-11%,-4%,?,?,-7
CCN(C(=O)COC(=O)c1cccc(S(=O)(=O)N(CC)CC)c1)C1CCS(=O)(=O)C1 (centres undefined),.,-2%,-14%,31%[activator],0%,14
CC(C)NC(=O)c1ccccc1S(=O)c1ccccc1C#N (centres undefined),6%,10%,1%,0%,?,-72*
CC1(C)CC2CC(C)(CN2S(=O)(=O)c2cccc(C(=O)OCC(N)=O)c2)C1 (centres undefined),.,40µM*,-10%,33%[activator],?,-37
COc1ccc(N2CCN(C(=O)CSc3ncnc4c3cnn4-c3ccccc3C)CC2)cc1,-17%,-13%,0%,2%&19%,-4%,-15
Cc1ccc(NC(=O)CSc2nnc3ccc4ccccc4n23)cc1,.,-4%,.,.,10%,1
COc1ccc(NC(=O)CC2C(=O)N(c3ccc(C)cc3)C(=O)N2Cc2cccnc2)cc1 (centres undefined),.,2%,.,.,12%,-38
Cc1cc(/C=C(\C#N)C(N)=O)c(C)n1-c1ccc(N2CCOCC2)c([N+](=O)[O-])c1,5%,-7%,-25%,?,-12%,-75*
CC(C)c1ccc(OCC(=O)NNC(=S)NC(=O)c2ccco2)c(Br)c1,?,3%,161%[activator],?,-3%,-9
O=C(CSc1ccc(Cl)cc1)NC1CCCc2ccccc21 (centres undefined),7%,0%,4%,-4%,-3%,15
O=C(Nc1ccc(N2CCOCC2)cc1)c1ccc(-c2ccccc2[N+](=O)[O-])o1,-15%,7%,?,11µM*,?,-5
Cc1ccc(-c2ccc(=O)n(CCC(=O)NCCc3ccccc3)n2)cc1,.,1%,.,.,7%,27
O=C1C(Cl)=C(NCCN2CCCCC2)C(=O)c2ccccc21,?,22µM*,-20%,7.9µM*,8%,.
COc1cccc(OC)c1OCCCOc1ccc(C)cc1Br,-11%,-9%,73%[activator],?,-15%,-26

# Gathered by group: those above containing an aryl methoxy group (13)
SMILES,FBPA Giardia inh,Sm TGR block,AMA1-RON2 inh,HCV inh,AmpC detergent,HCMV inh
CCOC(=O)C(NC(=O)NCc1ccc(OC)cc1)(OCC)C(F)(F)F (centres undefined),10%,-2%,0%,-22%,?,-25
CCCn1nc(C(=O)Nc2cc(S(=O)(=O)Nc3ccc(OC)cc3)ccc2O)c2ccccc2c1=O,.,.,33%[activator],-8%,.,-28
COc1cccc(NC(=O)Nc2nnc(Cc3ccccc3F)s2)c1,9%,13%,11%,?,0%,-35
COc1ccc(C(=O)OCC(=O)Nc2ccc(N3CCOCC3)cc2)cc1,.,5%,-10%,-8%,3%,77
COc1cc2c(cc1OC)C1=C(C#N)CCC(=NC(=O)c3ccco3)N1CC2,-4%,.,8%,-9%,-2%,50
COc1ccc(-n2c(O)c(C=NCC(c3ccco3)N3CCCC3)c3ccccc3c2=O)cc1OC (centres undefined),?,-28%,15%,-3%,-1%,.
COc1cccc(C2C3=C(N=c4s/c(=C\c5ccc(O)cc5)c(=O)n42)c2ccccc2CC3)c1OC (centres undefined),1%,-9%,5%,-9%,-9%,-4
COc1ccccc1N1CCN(c2csc3ccccc3c2=O)CC1,.,0%,.,.,4%,30
COc1ccccc1CNC(=O)CCCCn1c(=O)c2ccccc2n(Cc2ccccc2F)c1=O,.,0%,.,.,24%,10
COc1ccc(C2CC(=O)Nc3n[nH]c(-c4ccccc4)c32)cc1OC (centres undefined),0%,1%,-17%,?,3%,-26
COc1ccc(N2CCN(C(=O)CSc3ncnc4c3cnn4-c3ccccc3C)CC2)cc1,-17%,-13%,0%,2%&19%,-4%,-15
COc1ccc(NC(=O)CC2C(=O)N(c3ccc(C)cc3)C(=O)N2Cc2cccnc2)cc1 (centres undefined),.,2%,.,.,12%,-38
COc1cccc(OC)c1OCCCOc1ccc(C)cc1Br,-11%,-9%,73%[activator],?,-15%,-26

# High-throughput results deposited in PubChem by National Center for Advancing Translational Sciences (NCATS).

# Rows were taken by chance (roughly 9.3% active in at least one column).
